# Source: PubChem
# ZTA DNA inh – ZTA (EBV) inhibition in EBNA-1 counter-screen; P03206; ZTA-DNA binding, fluorescence polarization; inhibition, % at 11 µM; hit rate 0.15% among 320,000; AID 2234; in the data active means inhibition above about 33%
# PAFAH2 FP inh – PAFAH2 (human) inhibition. Q99487. recombinant PAFAH2, FP-rhodamine activity probe, fluorescence polarization. inhibition, % at 3.39 µM. hit rate 0.99% among 340,000. AID 492956;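 active means inhibition above the mean over all tested compounds plus 3 SD, cut at about 30% in these data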;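 further: inhibitors block probe labeling of enzyme so polarization drops; 0% = enzyme with DMSO and 100% = wells lacking PAFAH2 protein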
# GSTO1 counter – blocks human GSTO1 in RBBP9 counter-screen; recombinant GSTO1, activity-based probe fluorescence polarization; inhibition, % at 5.96 µM; hit rate 1.1% among 300,000; AID 1974;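 active means inhibition above the campaign mean inhibition plus 3 SD, cut at about 35% in these data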;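 further: 0% = GSTO1-1 with DMSO and 100% = wells lacking GSTO1-1 enzyme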
# LYPLA2 inh – LYPLA2 (human) inhibition in PME1 counter-screen; inhibition, % at 5.9 µM; hit rate 0.38% among 320,000; recombinant LYPLA2, FP-Rh probe fluorescence polarization; O95372; AID 2177;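 active means inhibition above the screen-wide mean plus 3 SD, limit set per campaign, cut at about 26% in these data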;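 further: 0% = LYPLA2 with DMSO and 100% = wells lacking LYPLA2 enzyme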
# LYPLA1 counter – counter-screen for PME1 inhibitors: inhibitors of human LYPLA1; O75608; recombinant LYPLA1, FP-Rh probe fluorescence polarization; inhibition, % at 5.9 µM; hit rate 0.16% among 320,000; AID 2174;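 active means inhibition above the mean of all tested compounds plus 3 SD, set per campaign, cut at about 14% in these data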;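 further: inhibitors block serine hydrolase probe labeling of LYPLA1 so polarization falls; 0% = enzyme with DMSO and 100% = wells lacking LYPLA1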
# Target sequence (O75608 whole entry, looked up): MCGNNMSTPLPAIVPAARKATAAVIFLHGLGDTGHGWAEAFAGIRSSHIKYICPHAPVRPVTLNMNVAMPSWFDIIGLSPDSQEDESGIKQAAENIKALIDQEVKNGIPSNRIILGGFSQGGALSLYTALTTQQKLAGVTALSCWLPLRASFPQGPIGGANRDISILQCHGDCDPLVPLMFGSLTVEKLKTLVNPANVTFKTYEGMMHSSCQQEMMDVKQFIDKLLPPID
# PAFAH1B3 FP inh – inhibitors of human PAFAH1B3; inhibition, % at 3.39 µM; hit rate 0.28% among 340,000; Q15102; recombinant PAFAH1B3, FP-rhodamine probe, fluorescence polarization;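 active means inhibition above the screen-wide average of all tested compounds plus 3 SD, cut at about 25% in these data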;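 further: 0% = enzyme with DMSO only and 100% = wells lacking PAFAH1B3 protein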
# EBNA-1 inh – blocks EBNA-1 binding to DNA; hit rate 0.34% among 300,000; EBNA-1 DNA binding, fluorescence polarization; AID 1950; inhibition, % at 14.8 µM; in the data active means inhibition above about 28%
# PAD4 inh – PAD4 (human) enzyme inhibition. inhibition, % at 6.36 µM. recombinant PAD4, RCA probe fluorescence polarization. AID 485272. Q9UM07. hit rate 0.41% among 330,000;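 active means percent inhibition above a cutoff equal to the mean of all tested compounds plus 3 SD, cut at about 15% in these data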;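 further: 0% = PAD4 with RCA probe and DMSO and 100% = probe without PAD4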
# Target sequence (Q9UM07 whole entry, looked up): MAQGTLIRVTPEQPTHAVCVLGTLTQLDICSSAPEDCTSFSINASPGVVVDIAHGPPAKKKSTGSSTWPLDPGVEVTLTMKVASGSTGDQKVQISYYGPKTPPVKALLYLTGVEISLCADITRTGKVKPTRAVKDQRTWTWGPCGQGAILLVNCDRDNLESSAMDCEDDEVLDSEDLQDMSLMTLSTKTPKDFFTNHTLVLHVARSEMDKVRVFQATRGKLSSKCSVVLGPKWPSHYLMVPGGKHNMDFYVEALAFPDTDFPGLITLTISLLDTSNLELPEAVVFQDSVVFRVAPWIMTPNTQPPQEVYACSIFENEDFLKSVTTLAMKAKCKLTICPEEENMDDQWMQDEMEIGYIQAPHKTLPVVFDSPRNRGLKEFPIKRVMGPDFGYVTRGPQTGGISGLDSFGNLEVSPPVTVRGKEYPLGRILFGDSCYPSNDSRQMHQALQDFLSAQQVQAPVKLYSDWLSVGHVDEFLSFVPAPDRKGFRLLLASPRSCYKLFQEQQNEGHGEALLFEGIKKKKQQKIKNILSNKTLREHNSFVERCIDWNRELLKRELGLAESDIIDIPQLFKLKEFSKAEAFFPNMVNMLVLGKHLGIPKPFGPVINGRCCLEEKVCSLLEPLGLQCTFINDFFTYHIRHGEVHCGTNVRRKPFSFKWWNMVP
# PREPL inhibitor – inhibitors of human prolyl oligopeptidase-like enzyme PREPL. hit rate 0.68% among 320,000. Q4J6C6. inhibition, % at 5.96 µM. AID 2751. recombinant PREPL, fluorescence polarization activity-based probe; in the data active means inhibition above about 43%;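 further: 0% = enzyme with DMSO and 100% = wells lacking enzyme; many of its hits are not listed in these tables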
# * hit, by the source's call; · = no result given. Not all compounds are listed. The share of hits here may be higher or lower than overall.
# A first look (3 entries):
SMILES,ZTA DNA inh,PAFAH2 FP inh,GSTO1 counter,LYPLA2 inh,LYPLA1 counter,PAFAH1B3 FP inh,EBNA-1 inh,PAD4 inh,PREPL inhibitor
CC(C)(C)c1nc(SCC(=O)Nc2ccc3c(c2)OCCO3)c2ccccc2n1,-3,8,9,-8,-3,3,46*,3,3
O=C(c1cc(COc2ccc(F)cc2F)on1)N1CC2C[C@@H]3CC1C[C@H](C2)C3,5,-1,7,7,0,3,-4,-1,13
CN(Cc1cccs1)C(=O)CNC(=O)c1ccco1,-17,4,-2,10,2,1,-10,-3,16

# This part in full, repeating the preview:
SMILES,ZTA DNA inh,PAFAH2 FP inh,GSTO1 counter,LYPLA2 inh,LYPLA1 counter,PAFAH1B3 FP inh,EBNA-1 inh,PAD4 inh,PREPL inhibitor
CC(C)(C)c1nc(SCC(=O)Nc2ccc3c(c2)OCCO3)c2ccccc2n1,-3,8,9,-8,-3,3,46*,3,3
O=C(c1cc(COc2ccc(F)cc2F)on1)N1CC2C[C@@H]3CC1C[C@H](C2)C3,5,-1,7,7,0,3,-4,-1,13
CN(Cc1cccs1)C(=O)CNC(=O)c1ccco1,-17,4,-2,10,2,1,-10,-3,16
CC1(NC(=O)Cc2c(F)cccc2Cl)CCS(=O)(=O)C1 (stereo not drawn),·,0,·,·,·,2,·,3,1
COc1cc2nc(SCc3ccc(Cl)cc3Cl)n(Cc3cccs3)c(=N)c2cc1OC,4,-14,-16,-10,-16,-8,17,-2,18
CCN1CCCC1CNCc1ccccc1OCc1ccc(F)cc1 (stereo not drawn),-3,-1,2,10,3,4,0,2,-17
COc1ccccc1N1CCN(C(=O)c2ccccc2Oc2ccccc2)CC1,20,0,-3,2,0,10,8,0,12
CCCCn1c(N)c(N(CCOC)C(=O)c2ccc3c(c2)OCCO3)c(=O)[nH]c1=O,6,-1,6,1,0,5,2,1,-3
O=C1CCN(C2CCN(Cc3nc(Cc4ccccc4F)no3)CC2)CCN1,3,3,-2,0,0,11,10,-1,-2
O=C(COC(=O)CNC(=O)c1ccc(Cl)cc1Cl)Nc1ccc(N2CCOCC2)cc1,-19,3,10,5,2,6,-9,-4,16
Cc1ccc(NC(=S)NC(=O)CC2CC(C)(C)OC2=O)cc1 (stereo not drawn),4,8,11,6,5,7,-4,1,4
Cc1ccc(-c2cc(C(=O)N3CCCC3)c3ccccc3n2)s1,-5,2,7,3,-1,9,3,1,6
COc1ccccc1-c1nc(-c2ccc(Br)cc2)no1,14,3,6,-3,-2,3,15,-3,10
Cc1ccc(/C=N/NC(=O)C2COc3ccccc3O2)s1 (stereo not drawn),-12,0,20,4,3,-4,3,-1,3
Cc1cc(C)c(-c2csc(NC(=O)C3=COCCO3)n2)c(C)c1,4,-1,0,-6,-3,5,6,2,21

# Results in EBNA-1 inh, for some of the entries so far:
SMILES | EBNA-1 inh
COc1ccccc1N1CCN(C(=O)c2ccccc2Oc2ccccc2)CC1 | 8
CCCCn1c(N)c(N(CCOC)C(=O)c2ccc3c(c2)OCCO3)c(=O)[nH]c1=O | 2

# 3 of the entries above in order of their number in EBNA-1 inh, ascending:
Compound | PAFAH2 FP inh | PAFAH1B3 FP inh | EBNA-1 inh | PAD4 inh | PREPL inhibitor
O=C(COC(=O)CNC(=O)c1ccc(Cl)cc1Cl)Nc1ccc(N2CCOCC2)cc1 | 3 | 6 | -9 | -4 | 16
O=C(c1cc(COc2ccc(F)cc2F)on1)N1CC2C[C@@H]3CC1C[C@H](C2)C3 | -1 | 3 | -4 | -1 | 13
COc1ccccc1N1CCN(C(=O)c2ccccc2Oc2ccccc2)CC1 | 0 | 10 | 8 | 0 | 12

# Following part.
SMILES,ZTA DNA inh,PAFAH2 FP inh,GSTO1 counter,LYPLA2 inh,LYPLA1 counter,PAFAH1B3 FP inh,EBNA-1 inh,PAD4 inh,PREPL inhibitor
C=CCNC(=S)Nc1ccc2nc(C)oc2c1,3,3,0,7,-1,-7,9,-3,7
Cc1noc(C)c1C(=O)NCCc1ccc(Cl)cc1,2,-3,6,1,1,1,-6,1,13
CCN1CCN(C(=O)c2ccccc2N(C)S(=O)(=O)c2ccc(C)cc2)CC1,5,-15,3,-2,-3,-6,0,1,1
Cc1ccc(C2=[N+]([O-])C(C)N(O)C2(C)C)o1 (stereo not drawn),-17,5,5,3,0,8,0,-4,7
CCOc1ccc(NC(=O)CC2SC(N)=NC2=O)c([N+](=O)[O-])c1 (stereo not drawn),-4,-7,3,4,3,0,-11,-6,-3
COc1ccc(C(C(=O)NCCC(C)C)N(CCO)C(=O)c2snc(C(N)=O)c2N)cc1 (stereo not drawn),-13,3,5,-2,-3,7,-15,-1,12
COc1ccc(C(=O)NNC2=NC(C)(C)Cc3ccccc32)cc1,3,-8,2,-3,3,7,-3,4,3
O=C(c1ccc2c(=O)n3c(nc2c1)CCCCC3)N1CCN(c2cccc(Cl)c2)CC1,8,5,6,7,3,-2,1,1,9
Cc1ccccc1NC(=O)c1cccnc1,-2,-16,9,2,1,2,-10,-1,14
COc1cccc(CNC(=O)Cc2ccc(NC3=NC4CS(=O)(=O)CC4S3)cc2)c1 (stereo not drawn),22,-1,0,-1,-1,6,0,0,-4
Cc1ccc(-c2noc(=O)n2CC(=O)c2ccc(Cl)cc2)cc1,-5,-2,0,7,5,0,-10,-1,-30
Cc1ccccc1C(=O)N1CCC(C(=O)OCc2ccccc2Cl)CC1,2,-2,·,3,1,7,·,0,9
CCn1c(=O)n(CC(=O)NCC2CCCO2)c(=O)c2c3c(sc21)CCCC3 (stereo not drawn),9,-2,-4,0,-4,-3,6,3,4
Cc1nnc(SCCC(=O)Nc2ccc(Cl)cc2)o1,11,-4,6,-3,-5,5,3,-1,-10
COC(=O)C1=C(CCc2ccccc2)NC(=O)NC1c1ccc(C#N)cc1 (stereo not drawn),-22,0,-1,-5,-1,4,8,-1,-11
Cc1nccc(-c2cccc(NC(=O)Nc3ccc(Cl)cc3)c2)n1,15,-1,-23,-12,-13,4,-3,2,4
O=c1c2cnn(-c3ccccc3)c2ncn1Cc1ccccc1,14,6,4,0,-6,1,5,-8,-9
Cc1ccc(O)c(NC(=O)c2ccccc2-c2ccccc2C(=O)O)c1,-10,-6,9,-2,-2,5,0,0,-7
Cc1ccc(CNC(=O)c2ccc(N3CCC4(CC3)CC(c3cccc(Br)c3)=NO4)c([N+](=O)[O-])c2)cc1,-5,-13,-8,-7,-6,1,4,-3,2
Cc1ccc(Cl)cc1NC(=O)N[C@@H](CC(C)C)C(=O)O,6,3,3,0,0,1,9,8,-6
Cc1ccc2nc(SCC(=O)c3ccc(Cl)s3)[nH]c2c1,3,-5,4,-5,-7,-5,13,-5,4
COc1ccc(NC(=O)CN(C)S(=O)(=O)c2ccc3c(c2)CCC(=O)N3)c(OC)c1,25,-3,9,6,0,2,-7,-1,5
CCOC(=O)c1cc(C(=O)OCC)c(=O)[nH]c1N1CCCC1,-6,3,-1,-2,-4,5,2,0,1
COc1ccc(NS(=O)(=O)c2cccc(NC(=O)COc3ccc(OC)cc3)c2)cc1,-18,-2,26,4,-4,5,-2,1,-14
CC(=O)c1ccc(N2CCN(S(=O)(=O)c3cccc4nonc34)CC2)cc1,-15,·,4,8,3,·,-3,6,7
Cc1ccc(S(=O)(=O)CC(O)COc2ccccc2C#N)cc1 (stereo not drawn),4,1,15,-3,-3,4,-7,-2,3
N#Cc1nc(Cc2ccccc2)oc1NCc1ccccc1Cl,-2,7,-12,-9,1,7,-11,-3,-17
O=C(CCNC(=O)c1ccccc1)NCC1CCCCC1,2,-10,-2,-2,-2,9,3,2,2
Cc1cc(SCC(=O)Nc2cccc(S(=O)(=O)NC3=NCCCCC3)c2)nc2ccccc12,0,-4,-29,1,19*,3,6,1,1
NC(=O)CSC1=Nc2ccccc2C2=NC(CC(=O)NCc3cccs3)C(=O)N12 (stereo not drawn),10,-8,-5,1,-4,-8,15,0,0
O=C(c1cc(-c2ccc(Cl)cc2)n[nH]1)N1CCc2ccccc2C1,17,-3,-1,-2,-3,4,12,-6,-13
O=C1CC(N2CCN(S(=O)(=O)c3ccccc3F)CC2)C(=O)N1c1ccccc1Cl (stereo not drawn),-4,-1,·,-1,0,8,·,3,8
CC(Nc1cc(N2CCN(C(=O)C(C)(C)C)CC2)ccc1[N+](=O)[O-])c1ccccc1 (stereo not drawn),-1,3,-5,2,0,4,-5,1,8
C#CCOCCOCCOCCNc1nc(N2CCN(C(=O)C([C@@H](C)CC)n3cc(C(N)CC(C)C)nn3)CC2)nc(N2CCN(C(=O)[C@H](CCC(=O)O)n3cc(C(N)[C@H](C)CC)nn3)CC2)n1 (stereo partly drawn),58*,1,9,0,0,5,16,0,7
COCc1cc(=O)n2[nH]c(C)nc2n1,0,-7,9,-2,-3,0,-8,-13,5
COc1ccc(S(=O)(=O)N2CCN(C(=O)CN3C(=O)NC(C)(C)C3=O)CC2)cc1,22,2,·,6,2,0,·,2,3
COc1ccccc1NC(=O)c1ccc2c(c1)OCO2,3,5,1,3,-3,-1,4,0,0
CCO[C@H]1OC(C(=O)N2CCN(C)CC2)=C[C@@H](C)[C@@H]1CCCO,-10,8,2,4,0,10,5,3,8
O=S(=O)(c1ccccc1)N1CCn2c(nc3ccccc32)C1,-7,16,-6,3,6,19,-3,0,4
O=C(O)CCCC(=O)NCCCc1ccccc1,6,-5,-1,-2,2,5,1,1,5
NS(=O)(=O)c1ccc(NNC(=O)c2sccc2Cl)cc1,11,7,-3,3,5,8,10,-3,2
COc1ccc(C(=O)NNC(=O)CSc2nnnn2C)cc1,10,5,1,0,-2,9,5,-2,18
O=C1N[C@@H](Cc2ccccc2)C(=O)N2[C@H]1C[C@]1(Br)c3ccccc3N(S(=O)(=O)c3ccc(F)cc3)[C@H]21,16,-1,4,0,3,3,21,-6,-6
Cc1csc(NC(=O)CSc2nnc(-c3ccccn3)n2-c2ccc(C)c(C)c2)n1,5,5,3,0,-5,10,2,2,-3
Cc1ccc(-c2nc3ccccc3[nH]2)cc1NC(=O)c1ccco1,-2,0,10,7,-4,3,-4,-2,7
CCn1nc(C(=O)NNC(=O)c2cc(Cl)ccc2OC)c2ccccc2c1=O,-2,15,·,2,0,3,·,-7,-2
O=C(/C=C/c1cccc(F)c1)Nc1cc(S(=O)(=O)N2CCOCC2)ccc1Cl,·,-3,·,·,·,-7,·,2,17

# Profiles, looked up by structure:
# Listed for Cc1csc(NC(=O)CSc2nnc(-c3ccccn3)n2-c2ccc(C)c(C)c2)n1 : ZTA DNA inh = 5; PAFAH2 FP inh = 5; GSTO1 counter = 3; LYPLA2 inh = 0; LYPLA1 counter = -5; PAFAH1B3 FP inh = 10; EBNA-1 inh = 2; PAD4 inh = 2; PREPL inhibitor = -3
# Listed for C#CCOCCOCCOCCNc1nc(N2CCN(C(=O)C([C@@H](C)CC)n3cc(C(N)CC(C)C)nn3)CC2)nc(N2CCN(C(=O)[C@H](CCC(=O)O)n3cc(C(N)[C@H](C)CC)nn3)CC2)n1 (stereo partly drawn) : ZTA DNA inh = 58*; PAFAH2 FP inh = 1; GSTO1 counter = 9; LYPLA2 inh = 0; LYPLA1 counter = 0; PAFAH1B3 FP inh = 5; EBNA-1 inh = 16; PAD4 inh = 0; PREPL inhibitor = 7
# Listed for O=C1N[C@@H](Cc2ccccc2)C(=O)N2[C@H]1C[C@]1(Br)c3ccccc3N(S(=O)(=O)c3ccc(F)cc3)[C@H]21 : ZTA DNA inh = 16; PAFAH2 FP inh = -1; GSTO1 counter = 4; LYPLA2 inh = 0; LYPLA1 counter = 3; PAFAH1B3 FP inh = 3; EBNA-1 inh = 21; PAD4 inh = -6; PREPL inhibitor = -6
